Screens: PubChem, several laboratories
Her2 expr inh – lowers expression of human Her2 kinase; P04626; SKBR-3 HER2 protein level, AlphaScreen, 18-24 h; active compounds read low; HER2 level % of control, % at 10 µM; hit rate 0.69% among 65,000; AID 645;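 active = HER2 level under 5% of the carrier-only control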;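 also: 100% = DMSO carrier and 0% = 500 nM PU-H71 HSP90 inhibitor; lower value means stronger loss of Her2 protein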
D1 allo mod – D1 dopamine receptor (human) allosteric modulation. P21728. HEK293 D1, CRE-luciferase, dopamine EC30 potentiation; actives deviate in either direction. B-score at 10 µM. hit rate 5.9% among 58,000. AID 641;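 active = luminescence count or its row- and column-corrected plate score outside the 99.7% band of the plate's sample wells, on either side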
FXIIa inh mix – inhibitors of human coagulation factor XIIa, pooled mixtures. hit rate 0.2% among 62,000. P00748. inhibition, % at 5 µM. purified FXIIa, fluorogenic substrate; in the data active = inhibition above about 20%, passing the limit was not always enough;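 also: 0% = enzyme without compound and 100% = no enzyme blank; some results filed as inactive read as strong as hits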
TNAP act DEA – activators of human TNAP at intermediate phosphate acceptor. P05186. purified TNAP, CDP-star luminescence, 100 mM DEA, 30 min; active compounds read high; scale: 0 levamisole-inhibited, 1 vehicle-only enzyme. activation factor at 20 µM. 64,000 tested, under 10 active. AID 813;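 active = activation factor of at least 2 at 20 µM, relative to controls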
Target sequence (P05186 whole entry, looked up): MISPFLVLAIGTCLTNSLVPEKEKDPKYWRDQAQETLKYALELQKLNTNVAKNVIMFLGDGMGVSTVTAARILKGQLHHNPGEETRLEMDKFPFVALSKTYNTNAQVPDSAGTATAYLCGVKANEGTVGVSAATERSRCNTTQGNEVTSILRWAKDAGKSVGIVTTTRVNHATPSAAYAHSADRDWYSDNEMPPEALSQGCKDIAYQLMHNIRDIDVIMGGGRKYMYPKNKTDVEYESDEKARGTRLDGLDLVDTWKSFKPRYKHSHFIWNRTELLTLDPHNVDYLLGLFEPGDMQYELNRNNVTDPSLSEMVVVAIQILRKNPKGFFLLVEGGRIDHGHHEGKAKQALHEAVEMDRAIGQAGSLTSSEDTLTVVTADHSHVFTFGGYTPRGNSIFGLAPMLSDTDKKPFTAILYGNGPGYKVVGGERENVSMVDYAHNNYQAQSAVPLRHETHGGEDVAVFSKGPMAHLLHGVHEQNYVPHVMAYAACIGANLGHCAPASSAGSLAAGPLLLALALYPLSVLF
RORA act – activates the human nuclear receptor RORA. P35398. CHO-K1 Gal4-RORA LBD luciferase reporter, luminescence; percent increase over mock-subtracted basal signal. activation, % at 10 µM. hit rate 1.5% among 65,000;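 active = activation above the mean of all tested compounds plus 3 SD, cut at about 49% in these data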;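 also: 0% = DMSO-treated RORA cells and 100% = added signal equal to DMSO minus mock-transfected cells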
DUSP1 inh – blocks human MKP-1 phosphatase activity; recombinant MKP-1, OMFP hydrolysis fluorescence; AID 374; inhibition, %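 (compounds tested at a single concentration somewhere between 10 and 100 µM)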; hit rate 0.15% among 65,000;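 active = inhibition above about 50%, limit read from the data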;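 also: 0% = DMSO max control wells and 100% = wells with enzyme stopped by NaOH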
Cdc25B block – human M-phase inducer phosphatase 2 inhibition; P30305; recombinant Cdc25B, OMFP fluorescence Ex485/Em525; inhibition, %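 (compounds tested at 10 µM final in the well)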; hit rate 0.1% among 65,000; AID 368; in the data active = inhibition above about 50%
Target sequence (P30305 whole entry, looked up): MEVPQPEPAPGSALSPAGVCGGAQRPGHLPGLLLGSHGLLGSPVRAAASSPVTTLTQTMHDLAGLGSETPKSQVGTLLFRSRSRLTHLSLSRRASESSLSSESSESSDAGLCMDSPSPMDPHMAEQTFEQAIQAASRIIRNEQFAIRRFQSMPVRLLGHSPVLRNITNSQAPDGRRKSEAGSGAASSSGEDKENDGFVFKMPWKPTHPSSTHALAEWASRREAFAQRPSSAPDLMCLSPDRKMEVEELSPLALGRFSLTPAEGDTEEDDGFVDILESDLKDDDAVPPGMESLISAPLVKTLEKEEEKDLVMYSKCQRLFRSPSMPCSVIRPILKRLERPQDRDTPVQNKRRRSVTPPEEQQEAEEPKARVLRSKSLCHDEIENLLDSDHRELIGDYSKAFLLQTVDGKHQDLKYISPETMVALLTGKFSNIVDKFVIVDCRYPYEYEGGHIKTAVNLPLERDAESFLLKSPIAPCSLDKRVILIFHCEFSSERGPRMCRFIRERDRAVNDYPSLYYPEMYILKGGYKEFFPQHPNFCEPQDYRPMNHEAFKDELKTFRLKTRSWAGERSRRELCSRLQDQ
Hsp90 inh – displaces geldanamycin probe from tumor Hsp90; inhibition, % at 30 µM; NCI-N417 lysate Hsp90, Cy3B-geldanamycin FP displacement; P07900; hit rate 0.35% among 64,000; AID 429;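 active = inhibition above 50%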;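 also: 0% = tracer plus lysate wells and 100% = tracer alone without lysate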
SF-1 act – SF-1 (human) activation; CHO-K1 Gal4-SF-1 LBD luciferase reporter; % increase over DMSO SF-1-specific signal; AID 522; activation, % at 10 µM; hit rate 1.9% among 65,000;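 active = activation above the mean activation of all tested compounds plus 3 SD, cut at about 50% in these data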
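Compound – one dose, 10 µM compound, 1% DMSO · Test system – transient Gal4-SF-1 LBD reporter, CHO-K1 · Input – 4,000 cells in each well · Read-out basis – percent activation relative to DMSO median and mock-transfected background · Replicates – single measurement per compound · Technique – steady-glow luciferase luminescence, read after 15 min reagent incubation · Timing – 20 h compound treatment, 37 °C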
* hit, by the source's call; · = not tested or not shown.

SMILES	Her2 expr inh	D1 allo mod	FXIIa inh mix	TNAP act DEA	RORA act	DUSP1 inh	Cdc25B block	Hsp90 inh	SF-1 act
CC(C)C(c1nnnn1Cc1ccc(F)cc1)N1CCN(Cc2ccc3c(c2)OCO3)CC1 (configuration not stated)	84	0.76	12	1	-1	-9	-7	1	-8
CCOc1c(C)cc2[nH]c(CCC(=O)O)nc2c1C	83	-0.6	2	0.9	-14	-10	4	-4	-5
C=CCn1nnc2sc3c(c2c1=O)CCC(C)C3 (configuration not stated)	55	·	9	0.9	·	7	-5	-2	·
Cc1cc(C)cc(OCC(=O)N2CCCCCC2)c1	149	-0.12	-2	0.9	-1	6	-2	-6	0
COc1ccc(C(c2nnnn2C2CCCC2)N2CCC(C)CC2)cc1 (configuration not stated)	89	1.1	-6	0.9	-14	-10	5	-3	-2
COC(=O)CSc1nnc(C2COc3ccccc3O2)n1-c1ccccc1 (configuration not stated)	100	-0.28	-16	1	12	6	-8	2	-4
CCOC(=O)c1c(C)nc2c(C#N)cnn2c1C	89	0.034	-19	0.9	-2	13	-15	11	5
COc1ccc(-c2cc(C(=O)NCC(C)C)no2)cc1	97	·	1	0.9	27	12	-5	-4	45
CC(C)C(c1nnnn1CC1CCCO1)N1CCN(Cc2ccc3c(c2)OCO3)CC1 (configuration not stated)	86	-0.46	5	0.9	-5	-3	-14	1	14
CCOc1ccccc1C(=O)Nc1ccccc1O	79	0.93	2	0.9	-15	0	-2	-2	-17
Cc1ccc(C)c(S(=O)(=O)N2CCC(c3nc4c(nnn4Cc4ccc(F)cc4)c(=O)[nH]3)CC2)c1	89	0.007	42	1	8	36	19	-2	9
COc1ccc(-c2ccc(=O)[nH]n2)cc1	82	8.2*	0	0.9	-11	-2	-2	-3	15
Cc1cc(C)nc(N2CCC(CNC(=O)CCc3ccccc3)CC2)n1	57	0.87	-2	0.9	11	7	-10	-1	10
C[N+]1(CCOS(=O)C23CC4CC(CC(C4)C2)C3)CCOCC1 (configuration not stated)	72	0.2	2	1	22	-2	17	-3	2
Cc1cccc(-c2nc(C#N)c(N3CCCCCC3)o2)c1	108	0.91	10	0.9	12	-2	-13	1	37
O=C(Nc1ncnc2c1CCC2)C12CC3CC(CC(C3)C1)C2	111	·	11	0.9	0	11	6	-4	0
CC(C)(C)C1CCc2onc(C(=O)Nc3cnn(Cc4ccc(F)cc4)c3)c2C1 (configuration not stated)	81	1.5	4	1	-16	20	-1	-3	-10
CC(=O)Nc1ccc(NS(=O)(=O)c2cn(C)c(=O)n(C)c2=O)cc1	90	-0.29	6	0.9	-2	7	2	-4	-2
Cc1cc(C)n2c(SCc3ccc(C#N)cc3)nnc2n1	101	-0.38	1	0.9	-1	-13	9	0	5
NC(=O)CSc1nnc(C2CC2)n1Cc1ccccc1	215	-0.094	3	1	-7	-17	0	-5	13
CCOc1ccc(-c2cc(CCCC(=O)NCc3ccco3)no2)cc1	94	-0.83	11	1	-58	0	-4	-1	-43
COc1ccc(C2C(CC(=O)O)=C(O)C(=O)N2c2ccccc2)cc1 (configuration not stated)	92	0.055	2	0.9	-4	-1	3	-9	3
O=C(CN(C(=O)CCC(=O)Nc1nccs1)c1ccc(F)cc1)NCC1CCCO1 (configuration not stated)	104	0.19	0	0.9	-9	-22	-7	-12	10
COCN(C#N)c1nc(OC)nc(OC)n1	99	0.62	0	0.9	-8	1	-2	4	-14
O=C(Nc1ccccn1)c1cccc(S(=O)(=O)N2CCOCC2)c1	110	-0.25	10	1	18	3	-10	4	-6
CCCCC(CC)C(=O)Nc1ccc(Cl)cn1 (configuration not stated)	118	-0.046	12	0.9	-6	-7	-4	-4	12
CCOC(=O)c1oc2c(O)c(O)ccc2c(=O)c1-c1nncn1-c1ccccc1	85	-0.54	8	1	-11	-3	3	61*	7
CCN1CCN(c2oc(COc3ccc(-c4ccccc4)cc3)nc2C#N)CC1	94	-0.23	5	0.9	-2	25	-4	-2	2
CCOC(=O)C(Cc1c[nH]c2ccccc12)NC(=O)c1ccco1 (configuration not stated)	121	-0.68	-5	0.9	14	-24	-1	-5	10
Cc1cc2c(cc1C)/C(=C\C(N)=O)NC(C)(C)C2	140	0.077	-18	1	-3	-5	2	-5	-10
CCN1C(=O)CC(N2CCN(c3ccc(Cl)cc3)CC2)C1=O (configuration not stated)	111	-0.038	14	0.9	2	8	15	-1	0
COc1cc(-c2nnc(SCC(=O)Nc3cc(C)on3)n2C)cc(OC)c1O	85	-0.4	7	0.9	5	-15	-7	6	-24
Cn1cnc2cc(NS(=O)(=O)c3ccc(Br)cc3)ccc21	120	0.065	0	0.8	-1	-3	-6	-9	-9
O=C(CSc1nc(-c2ccccc2)cc(=O)[nH]1)Nc1ccccn1	94	0.34	2	0.9	-8	9	2	-15	-10
CCCN(CCC)S(=O)(=O)c1ccc(C(=O)NCc2ccc3c(c2)OCO3)cc1	117	-0.039	7	1	-1	7	-2	3	8
CCCCN(CC)C(=O)C1CCC(=O)N(c2ccc(OC)cc2)C1c1ccc(OC)c(OC)c1 (configuration not stated)	81	·	9	1	-6	-1	-5	·	0
CCc1nnc(NC(=O)CSc2nnc(C)n2CC2CCCO2)s1 (configuration not stated)	83	-0.16	4	0.9	-9	-8	-4	-6	-4
Cc1ccccc1N1CCN(Cc2cccc(C(=O)O)c2)CC1	93	0.42	2	0.9	-10	-31	-6	3	9
N#Cc1cccc(NC(=O)Nc2cccs2)c1	70	-1.8	-2	0.9	8	4	-3	-6	2
Cc1ccc(C)c(NS(=O)(=O)c2cc(C(N)=O)ccc2C)c1	82	-0.93	4	0.9	-17	6	-6	-3	-1
COc1cc2c(cc1OC)/C(=C/C#N)NC(C)(C)C2	115	10*	-10	0.9	-5	-14	-32	-2	3
Cc1ccc(NC(=O)Cn2cccc2)cc1Cl	89	0.59	1	0.8	9	-11	-6	0	-2
Cc1cc(N2CCN(C(=O)c3ccco3)CC2)n2ncc(-c3ccccc3)c2n1	81	-1.8	4	1	30	23	6	1	65*
Cc1cccc(N(C(=O)c2cnc3n(c2=O)CCS3)C2CCCCC2)c1	110	-0.24	·	·	-21	10	-3	-1	-1
CCC(Oc1ccccc1)C(=O)NCc1cccnc1 (configuration not stated)	90	0.72	4	1	-15	24	-9	-8	-5
CCOC(=O)c1ccc(NC(=O)NC2CCN(CC(=O)NCc3ccc4c(c3)OCO4)CC2)cc1	110	-1.3	-7	1	7	27	-20	-3	8
CCCOc1ccc(C2C(C#N)=C(N)Oc3nc[nH]c(=O)c32)cc1OC (configuration not stated)	94	0.041	-16	1	1	2	-19	-2	-3
CCN(CC)S(=O)(=O)c1csc(C(=O)NC2CCCCC2)c1	67	0.89	1	1	6	20	-2	1	18
CCOc1ccc(S(=O)(=O)n2ccnc2)c2ccccc12	92	·	3	1	-7	11	-5	-3	-42
Cc1cccc(NC(=O)CN(C)S(=O)(=O)c2ccc(Cl)cc2)n1	107	0.44	-14	0.9	5	-16	-3	3	14
CCOC(=O)c1cnc(-n2nc(C)cc2C)nc1Nc1ccc(N(C)C)cc1	82	12*	-1	0.8	-5	3	0	11	-40
CC(C)C(=O)Nc1cccc(NC(=O)CCN2C(=O)c3ccccc3S2(=O)=O)c1	111	0.69	1	0.9	-17	-1	3	-4	-12
CCOC(=O)Cc1csc(NC(=O)CSc2nnnn2-c2ccc(CC)cc2)n1	84	-0.53	7	0.9	-23	11	2	-3	9
CC(O)c1nc2ccccc2n1C1CCCCC1 (configuration not stated)	93	-0.016	-8	0.9	-12	-4	11	1	16
C[C@@H](NC(=O)c1coc(=O)c(Br)c1)c1ccccc1	103	·	12	1	-22	-1	-7	·	-15
CCn1cc(C(=O)NC2CCCC2)c(=O)c2cc(S(=O)(=O)N3CCOCC3)ccc21	99	2.8	-1	0.9	7	21	0	3	4
CCCCOc1[nH]c2nc(-c3ccco3)n(Cc3ccco3)c(=N)c2c1C#N	107	1.1	-1	0.8	-10	-18	3	-2	-26
COc1ccc(CCNC2CC(=O)N(CCc3ccccc3)C2=O)cc1OC (configuration not stated)	115	0.057	9	0.9	9	7	-6	-2	-7
COc1ccccc1C1C=C(c2ccc(Cl)cc2)Nc2nc(NS(C)(=O)=O)nn21 (configuration not stated)	94	-0.12	9	1	-6	16	-3	3	-17
O=C(Nc1ccc2c(c1)OCO2)N1CCN(c2cccc(C(F)(F)F)c2)CC1	82	·	1	0.9	11	7	6	0	-17

Next section, overlapping the part above by 3 compounds.
SMILES	Her2 expr inh	D1 allo mod	FXIIa inh mix	TNAP act DEA	RORA act	DUSP1 inh	Cdc25B block	Hsp90 inh	SF-1 act
COc1ccc(CCNC2CC(=O)N(CCc3ccccc3)C2=O)cc1OC (configuration not stated)	115	0.057	9	0.9	9	7	-6	-2	-7
COc1ccccc1C1C=C(c2ccc(Cl)cc2)Nc2nc(NS(C)(=O)=O)nn21 (configuration not stated)	94	-0.12	9	1	-6	16	-3	3	-17
O=C(Nc1ccc2c(c1)OCO2)N1CCN(c2cccc(C(F)(F)F)c2)CC1	82	·	1	0.9	11	7	6	0	-17
C=CCNC(=O)C1CCN(S(=O)(=O)c2ccc(Br)cc2)CC1	91	0.11	1	0.9	13	3	-2	1	9
Cc1cc(C)c2nc(SCCC#N)nc(C)c2c1	116	·	·	0.9	-13	-29	8	-4	17
Cn1cc(Cl)c(C(=O)NC2CCCCCC2)n1	111	0.12	3	1	-12	1	-3	9	14
COc1ccc(/C=C(/C#N)c2cccnc2)cc1OC	119	34*	5	0.9	-16	5	-3	-5	-8
Cc1ccc2cc(C(c3nnnn3C3CCCC3)N3CCN(c4ccccc4)CC3)c(=O)[nH]c2c1 (configuration not stated)	85	-0.0062	2	0.9	6	35	16	-3	1
CCc1ccc(C(=O)N2CCCC2)s1	114	0.25	5	1	-6	-6	-13	8	11
CCN(CC)c1ccc2c(Cl)c(Br)c(=O)oc2c1	-27*	-0.16	6	0.9	-46	-8	0	-47	-47
COc1ccc(CC(=O)Nc2c3c(nn2-c2cccc(C)c2C)CS(=O)(=O)C3)cc1	116	-0.16	-11	0.9	4	23	0	1	8
Cc1csc(=Nc2ccc(S(=O)(=O)N3CCOCC3)cc2)n1Cc1ccco1	85	-1.4	-76	0.9	-22	22	-1	-6	4
C=CCSc1nnc(Cc2c(C)[nH]c3ccccc23)o1	107	1	9	0.8	10	-2	-1	-2	-9
COc1cc(C)nc(NS(=O)(=O)c2ccccc2)n1	80	-0.46	3	0.9	-8	1	1	-11	10
COCCCNC(=O)C1CCCN(C(=O)Nc2ccc(OC)cc2)C1 (configuration not stated)	66	0.13	2	0.8	-8	-5	25	-3	-1
COC(=O)c1[nH]c2cc(OC)c(OC)cc2c1NC(=O)CN1CCN(Cc2ccccc2)CC1	89	3.5	6	1	-2	-15	1	-4	20
CC(C)C(C(=O)Nc1cccnc1)N1C(=O)c2ccccc2C1=O (configuration not stated)	81	-0.47	-18	0.9	-7	6	0	-5	-4
CC(=O)c1cc(C#N)c(SCC(=O)OC(C)(C)C)nc1C	80	3.4*	-4	1.1	21	7	9	-2	24
O=C(c1cccc(OC(F)F)c1)N1CCN(c2ncccn2)CC1	104	0.17	-2	0.9	22	26	-13	0	0
Cc1nn(-c2ccccc2)c2c1C(=O)NC(=O)C(C)(C)C2	62	21*	-1	0.9	-6	-21	-2	4	2
CCn1c(=O)cc(SCC(=O)Nc2cccnc2)c2ccccc21	82	-0.29	2	0.9	-19	19	0	-2	6
OC1CCN(c2c3c(nc4cc(-c5cccc(F)c5)nn24)CCCC3)CC1	·	7.4*	-19	0.9	7	15	-8	·	-11
